PP1 inh: counter-screen for PP5 inhibitors: inhibitors of human PP1-alpha; purified PP1alpha, OMFP fluorescence; inhibition, % at 6.7 µM; actives 0.9% (n = 320,000);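 active means inhibition above the mean inhibition of all tested compounds plus 3 SD, computed separately for each screening campaign, cut at about 15% in these data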
TPT1 inh: inhibitors of Candida albicans tRNA 2'-phosphotransferase TPT1. actives 0.81% (n = 300,000). AID 1962. inhibition, % at 5 µM. recombinant caTPT1, FP RNA substrate dephosphorylation;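 active means inhibition above the mean of all tested compounds plus 3 SD, set per screening campaign, cut at about 24% in these data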;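 further: plate controls were DMSO alone for no effect and ferristatin control at 100 nM for full effect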
EBNA-1 inhibitor: blocks EBNA-1 binding to DNA | actives 0.34% (n = 300,000) | inhibition, % at 14.8 µM | EBNA-1 DNA binding, fluorescence polarization; in the data active means inhibition above about 28%
ZTA counter: ZTA (EBV) inhibition in EBNA-1 counter-screen. actives 0.15% (n = 320,000). inhibition, % at 11 µM. P03206. ZTA-DNA binding, fluorescence polarization; in the data active means inhibition above about 33%
GASC-1 inh: inhibitors of human GASC-1 (JMJD2C) demethylase. GST-JMJD2C(1-420) H3K9me3 demethylation, DELFIA europium. actives 0.069% (n = 330,000). inhibition, % at 2.35 µM;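 active means more than half of a compound's replicate wells show inhibition beyond 50%, single wells judged on their own value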;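 further: signal counts dimethyl H3K9 product captured on neutravidin plate; 0% = median of DMSO wells and 100% = 0.3 times that DMSO median; strong numbers were not always called active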
Target sequence (Q9H3R0 1-420 limits assumed): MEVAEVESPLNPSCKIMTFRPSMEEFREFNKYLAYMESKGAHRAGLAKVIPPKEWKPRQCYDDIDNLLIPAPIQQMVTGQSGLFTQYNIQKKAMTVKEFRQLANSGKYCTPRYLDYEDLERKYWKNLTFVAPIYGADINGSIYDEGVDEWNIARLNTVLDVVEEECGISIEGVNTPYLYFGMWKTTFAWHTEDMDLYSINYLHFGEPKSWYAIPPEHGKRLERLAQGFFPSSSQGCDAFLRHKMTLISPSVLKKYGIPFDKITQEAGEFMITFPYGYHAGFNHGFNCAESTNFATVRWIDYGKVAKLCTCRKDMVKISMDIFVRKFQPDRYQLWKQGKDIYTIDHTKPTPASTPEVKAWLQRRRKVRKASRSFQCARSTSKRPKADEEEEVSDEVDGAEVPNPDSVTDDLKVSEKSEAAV
HCV core dimer: blocks dimerization of HCV core protein; inhibition, % at 5 µM; TR-FRET GST/Flag-core106 dimerization, 1536-well; actives 0.33% (n = 300,000); AID 1899;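 active means inhibition above the mean of all tested compounds plus 3 SD, set per screening campaign, cut at about 45% in these data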
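System: GST/Flag-tagged HCV core106 proteins. Incubation: compound-protein-antibody incubation 4 h at 22.5 °C. Technique: HTRF with 340 nm excitation, 617/671 nm emission. Medium: KF-containing HEPES buffer, pH 7.45, DTT, CHAPS, BSA. Read-out: inhibition (%) from 671 over 617 nm ratio. Also added: Eu(K)-anti-GST 90 ng/mL plus XL665-anti-Flag 1 µg/mL.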
Yeast superoxide: yeast age-related superoxide inhibition as caloric restriction mimetic. S. cerevisiae aged cells, superoxide DHE fluorescence; active compounds read low. superoxide response (% of plate mean), % at 10 µM. actives 0.18% (n = 330,000). AID 2690;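 active means superoxide response under a set limit, about three screen SD below normal, cut at about 65% in these data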;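 further: yeast aged for seven days with compound at 30 °C before DHE staining; 100% = average MFI of all compound-treated wells on the plate with controls excluded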
PP5 inh: inhibitors of human protein phosphatase 5 (PP5) | actives 0.18% (n = 320,000) | purified PP5c, OMFP substrate fluorescence | P53041 | inhibition, % at 6.7 µM | AID 1987;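 active means inhibition above the campaign's mean inhibition across all tested compounds plus 3 SD, cut at about 9.5% in these data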;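 further: 0% = DMSO only and 100% = 100 µM cantharidin control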
Target sequence (P53041 whole entry, looked up): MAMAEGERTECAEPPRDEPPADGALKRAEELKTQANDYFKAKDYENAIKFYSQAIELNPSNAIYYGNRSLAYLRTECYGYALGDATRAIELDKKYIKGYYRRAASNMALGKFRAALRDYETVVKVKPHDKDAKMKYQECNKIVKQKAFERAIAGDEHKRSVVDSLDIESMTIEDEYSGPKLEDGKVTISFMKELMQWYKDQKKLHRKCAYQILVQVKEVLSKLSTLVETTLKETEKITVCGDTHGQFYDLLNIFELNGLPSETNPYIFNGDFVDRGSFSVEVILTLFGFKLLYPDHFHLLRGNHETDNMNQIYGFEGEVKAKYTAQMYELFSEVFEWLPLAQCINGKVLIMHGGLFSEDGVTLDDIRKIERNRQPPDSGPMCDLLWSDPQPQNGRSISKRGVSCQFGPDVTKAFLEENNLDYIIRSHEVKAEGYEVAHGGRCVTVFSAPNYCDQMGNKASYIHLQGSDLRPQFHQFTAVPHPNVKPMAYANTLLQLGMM
CTSL1 counter: cathepsin L1 inhibition, PFM18AAP counter-screen | recombinant F. hepatica cathepsin L1, Z-Leu-Arg-MCA fluorescence | inhibition, % at 5.96 µM | actives 0.49% (n = 300,000) | AID 1906;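 active means inhibition above the mean of all tested compounds plus 3 SD, set per screening campaign, cut at about 17% in these data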;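 further: 0% = plate median of test compound wells and 100% = 1 µM Z-Phe-Ala-diazomethylketone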
* marks the source's active call; other numbers are inactive results.

`Cc1cc(=O)n2[nH]c(NCc3ccccc3F)nc2n1` gave PP1 inh 0, TPT1 inh -5, EBNA-1 inhibitor 5, ZTA counter -3, GASC-1 inh 11, HCV core dimer -2, Yeast superoxide 98, PP5 inh -0.8 and CTSL1 counter 0.
Screening COc1ccc(Oc2ccc(-c3ccn[nH]3)cc2)cc1 returned PP1 inh -1, TPT1 inh -2, EBNA-1 inhibitor 2, ZTA counter -3, GASC-1 inh 19, HCV core dimer -1, Yeast superoxide 88, PP5 inh 1.9 and CTSL1 counter 0.
Cc1cccc(Cl)c1NC(=O)N1CCN(c2ccnc3cc(Cl)ccc23)CC1 was read as PP1 inh -4, TPT1 inh -2, EBNA-1 inhibitor 8, ZTA counter 4, GASC-1 inh -1, HCV core dimer 2, Yeast superoxide 82, PP5 inh 2.8 and CTSL1 counter -4.
`Cc1cc(=O)[nH]c(SCC(=O)Nc2cccc(S(=O)(=O)N3CCOCC3)c2)n1` gave PP1 inh 0, ZTA counter -6, GASC-1 inh 9, Yeast superoxide 99 and PP5 inh 2.5.
Screening CCCc1cc(=O)[nH]c(SCc2nc3ccccc3s2)n1 returned PP1 inh -1, TPT1 inh -3, EBNA-1 inhibitor 4, ZTA counter 16, GASC-1 inh 2, HCV core dimer 4, Yeast superoxide 96, PP5 inh 0.9 and CTSL1 counter 3.
For COc1ccccc1CNC(=O)C/C(C)=N/NC(=O)Cc1ccccc1 the results were PP1 inh -1, TPT1 inh -3, EBNA-1 inhibitor 18, ZTA counter 15, GASC-1 inh 88, HCV core dimer 0, Yeast superoxide 104, PP5 inh -1.0 and CTSL1 counter 2.
Screening O=C(O)CC1(CC(=O)Nc2cccc(C(=O)O)c2)CCCC1 returned PP1 inh 2, TPT1 inh -1, EBNA-1 inhibitor -11, ZTA counter -7, GASC-1 inh -2, HCV core dimer -10, Yeast superoxide 113, PP5 inh -2.7 and CTSL1 counter 0.
For O=C(Cc1ccc(Cl)cc1)Nc1ccc(-c2cc3ccccc3oc2=O)c(Cl)c1 the results were PP1 inh 23*, TPT1 inh -2, EBNA-1 inhibitor 0, ZTA counter -15, GASC-1 inh 24, HCV core dimer 17, Yeast superoxide 86, PP5 inh 2.4 and CTSL1 counter 2.
Screening COc1ccc(NC(=O)CCN2CCOCC2)c(OC)c1 returned PP1 inh 7, TPT1 inh -2, EBNA-1 inhibitor -7, ZTA counter 9, GASC-1 inh 7, HCV core dimer -7, Yeast superoxide 94, PP5 inh 1.9 and CTSL1 counter -1.
`CN(Cc1ccccc1)C(=O)c1[nH]cnc1C(=O)Nc1ccccc1` gave PP1 inh 3, ZTA counter -4, GASC-1 inh -3, Yeast superoxide 99 and PP5 inh 0.9.
O=C(O)c1ccc(OCc2cn3ccccc3n2)cc1 was read as PP1 inh -1, TPT1 inh -1, EBNA-1 inhibitor -2, ZTA counter 2, GASC-1 inh -5, HCV core dimer 2, Yeast superoxide 86, PP5 inh -0.1 and CTSL1 counter -1.
Screening O=C(C1CC1)N1CCN(c2ccnc3cc(Cl)ccc23)CC1 returned PP1 inh -2, TPT1 inh -3, EBNA-1 inhibitor 2, ZTA counter 8, GASC-1 inh -4, HCV core dimer -2, Yeast superoxide 101, PP5 inh 1.1 and CTSL1 counter -2.
CS(=O)(=O)c1ccc(CNC(=O)C2(C(F)(F)F)CC(CCCO)CCCO2)cc1 (configuration not stated) was read as PP1 inh 1, TPT1 inh 0, EBNA-1 inhibitor 5, ZTA counter 0, GASC-1 inh 14, HCV core dimer 4, Yeast superoxide 97, PP5 inh 1.4 and CTSL1 counter 0.
`Cc1ccc(-n2cc(CNC(C)c3cnn(C)c3)c(-c3ccc(F)cc3)n2)cc1` (configuration not stated) gave PP1 inh 5, TPT1 inh 3, EBNA-1 inhibitor -5, ZTA counter -8, GASC-1 inh 5, HCV core dimer -11, Yeast superoxide 95, PP5 inh -0.7 and CTSL1 counter -5.
Screening Cc1ccccc1CN1CCCC(C(=O)N2CCCCC2)C1 (configuration not stated) returned PP1 inh -2, TPT1 inh -2, EBNA-1 inhibitor 5, ZTA counter 8, GASC-1 inh 2, HCV core dimer -2, Yeast superoxide 90, PP5 inh 0.5 and CTSL1 counter -1.
Screening Cc1cc(C)n(-c2nc(C)nc3c2cnn3-c2ccccc2)n1 returned PP1 inh -12, TPT1 inh 3, EBNA-1 inhibitor -7, ZTA counter 4, GASC-1 inh 3, HCV core dimer -1, Yeast superoxide 122, PP5 inh -3.7 and CTSL1 counter 3.
For Cc1ccc2nc(NC(=O)c3ccc(NS(=O)(=O)c4cccs4)cc3)sc2c1 the results were PP1 inh 4, TPT1 inh -1, EBNA-1 inhibitor -4, ZTA counter 8, GASC-1 inh 8, HCV core dimer 15, Yeast superoxide 105, PP5 inh 2.6 and CTSL1 counter 5.
For COc1ccc(OC)c(NC(=O)c2nc(S(=O)(=O)Cc3ccccc3)ncc2Cl)c1 the results were PP1 inh 1, TPT1 inh -2, EBNA-1 inhibitor 6, ZTA counter -8, GASC-1 inh 17, HCV core dimer -4, Yeast superoxide 127, PP5 inh 3.4 and CTSL1 counter -5.
For CC(=O)c1cccc(NC(=O)N2CCCC2C(=O)NC2CCCC2)c1 (configuration not stated) the results were PP1 inh -2, TPT1 inh 0, EBNA-1 inhibitor 4, ZTA counter 11, GASC-1 inh 0, HCV core dimer 5, Yeast superoxide 102, PP5 inh -1.3 and CTSL1 counter 1.
For COC(=O)CSc1nc2sc(C)c(C)c2c(=O)n1C the results were PP1 inh -4, TPT1 inh -2, EBNA-1 inhibitor 0, ZTA counter 0, GASC-1 inh -12, HCV core dimer 5, Yeast superoxide 97, PP5 inh -1.1 and CTSL1 counter 0.
Screening COc1ccc(C(=O)Nc2ccc(NC(=O)C3CC3)cn2)cc1 returned PP1 inh -2, TPT1 inh -4, EBNA-1 inhibitor -6, ZTA counter 4, GASC-1 inh 9, HCV core dimer 6, Yeast superoxide 116, PP5 inh 1.5 and CTSL1 counter -5.
For COc1ccc(S(=O)(=O)N2CCOC2CNC(=O)C(=O)NCCCN2CCOCC2)cc1 (configuration not stated) the results were PP1 inh -4, TPT1 inh -3, EBNA-1 inhibitor 15, ZTA counter 2, GASC-1 inh 7, HCV core dimer -3, Yeast superoxide 102, PP5 inh -0.3 and CTSL1 counter 0.
For O=c1c2cnn(-c3ccc(F)cc3)c2ncn1Cc1ccc(F)cc1 the results were PP1 inh -4, TPT1 inh 4, EBNA-1 inhibitor 2, ZTA counter 0, GASC-1 inh 0, HCV core dimer -1, Yeast superoxide 114, PP5 inh -1.2 and CTSL1 counter 1.
Oc1sc(C=Nc2ccccc2)c2ccccc12 was read as PP1 inh 2, TPT1 inh 119*, EBNA-1 inhibitor -2, ZTA counter -2, GASC-1 inh -4, HCV core dimer -31, Yeast superoxide 103, PP5 inh 4.0 and CTSL1 counter 2.
Cc1ccc(-n2c(C)nnc2SCC(=O)NC2CC2)cc1 was read as PP1 inh -1, TPT1 inh 0, EBNA-1 inhibitor -2, ZTA counter -9, GASC-1 inh -2, HCV core dimer -11, Yeast superoxide 107, PP5 inh 1.0 and CTSL1 counter -4.
CCOC(=O)C1CCN(C(=O)NC23CC4CC(CC(C4)C2)C3)CC1 was read as PP1 inh 6, TPT1 inh -4, EBNA-1 inhibitor -8, ZTA counter 4, GASC-1 inh -4, HCV core dimer 3, Yeast superoxide 102, PP5 inh 5.0 and CTSL1 counter -3.
`CC1CCCC(NC(=O)COC(=O)c2cccs2)C1C` (configuration not stated) gave PP1 inh -5, ZTA counter -3, GASC-1 inh -6, Yeast superoxide 89 and PP5 inh 1.4.
`CCOc1ccc(N2CC(C(=O)NCCc3c[nH]c4ccc(C)cc34)CC2=O)cc1` (configuration not stated) gave PP1 inh 6, TPT1 inh 0, EBNA-1 inhibitor -1, ZTA counter -1, GASC-1 inh 5, HCV core dimer 28, Yeast superoxide 94, PP5 inh 0.5 and CTSL1 counter 0.
For COc1ccc2cc(C(c3nnnn3CC3CCCO3)N3CCOCC3)c(=O)[nH]c2c1 (configuration not stated) the results were PP1 inh -5, TPT1 inh 1, EBNA-1 inhibitor -9, ZTA counter -4, GASC-1 inh -8, HCV core dimer 5, Yeast superoxide 102, PP5 inh 0.1 and CTSL1 counter 3.
`CCOc1ccccc1CN1CCCC(CNS(=O)(=O)c2ccc(OC)cc2)C1` (configuration not stated) gave PP1 inh 7, TPT1 inh -2, EBNA-1 inhibitor -2, ZTA counter -7, GASC-1 inh -6, HCV core dimer -6, Yeast superoxide 73, PP5 inh -0.7 and CTSL1 counter -5.
Screening COc1ccc(C2CC(c3ccc4ccccc4c3)=NN2C(=O)CN2CCC(C(N)=O)CC2)cc1 (configuration not stated) returned PP1 inh 5, TPT1 inh 0, EBNA-1 inhibitor -16, ZTA counter -15, GASC-1 inh -4, HCV core dimer 5, Yeast superoxide 105, PP5 inh 3.8 and CTSL1 counter 5.
CCN(CC)c1ncnc2c1[nH]c1ccccc12 was read as PP1 inh -3, TPT1 inh 0, EBNA-1 inhibitor 9, ZTA counter 3, GASC-1 inh 9, HCV core dimer -3, Yeast superoxide 112, PP5 inh -1.0 and CTSL1 counter 1.
Screening COc1ccccc1NC(=S)NCCc1ccc(F)cc1 returned PP1 inh -4, TPT1 inh -3, EBNA-1 inhibitor -8, ZTA counter -4, GASC-1 inh -1, HCV core dimer -3, Yeast superoxide 95, PP5 inh 2.5 and CTSL1 counter -1.
For O=C(c1ccc(S(=O)(=O)c2ccc(Cl)cc2)cc1)N1CCOCC1 the results were PP1 inh 1, TPT1 inh -5, EBNA-1 inhibitor 1, ZTA counter -3, GASC-1 inh 29, HCV core dimer 2, Yeast superoxide 109, PP5 inh -0.1 and CTSL1 counter 0.
Screening Cc1cc(C)cc(NC(=O)C2CCN(C(=O)c3cccs3)CC2)c1 returned PP1 inh 8, TPT1 inh 0, EBNA-1 inhibitor -14, ZTA counter -5, GASC-1 inh 0, HCV core dimer -10, Yeast superoxide 122, PP5 inh 0.9 and CTSL1 counter 2.
Screening c1ccc(Cc2c[nH]c3ccccc23)cc1 returned PP1 inh 0, TPT1 inh 1, EBNA-1 inhibitor -9, ZTA counter -11, GASC-1 inh -9, HCV core dimer -8, Yeast superoxide 107, PP5 inh 7.8 and CTSL1 counter -3.
`Cc1cc(=O)n2nc(N3CCC(C(=O)NCC(C)c4ccccc4)CC3)sc2n1` (configuration not stated) gave PP1 inh 0, TPT1 inh 1, EBNA-1 inhibitor 11, ZTA counter 18, GASC-1 inh -10, HCV core dimer -1, Yeast superoxide 80, PP5 inh -1.4 and CTSL1 counter 0.

Entries above containing an aryl thioether with sulfur outside any ring (four):
`Cc1cc(=O)[nH]c(SCC(=O)Nc2cccc(S(=O)(=O)N3CCOCC3)c2)n1` gave PP1 inh 0, ZTA counter -6, GASC-1 inh 9, Yeast superoxide 99 and PP5 inh 2.5.
Screening CCCc1cc(=O)[nH]c(SCc2nc3ccccc3s2)n1 returned PP1 inh -1, TPT1 inh -3, EBNA-1 inhibitor 4, ZTA counter 16, GASC-1 inh 2, HCV core dimer 4, Yeast superoxide 96, PP5 inh 0.9 and CTSL1 counter 3.
For COC(=O)CSc1nc2sc(C)c(C)c2c(=O)n1C the results were PP1 inh -4, TPT1 inh -2, EBNA-1 inhibitor 0, ZTA counter 0, GASC-1 inh -12, HCV core dimer 5, Yeast superoxide 97, PP5 inh -1.1 and CTSL1 counter 0.
Cc1ccc(-n2c(C)nnc2SCC(=O)NC2CC2)cc1 was read as PP1 inh -1, TPT1 inh 0, EBNA-1 inhibitor -2, ZTA counter -9, GASC-1 inh -2, HCV core dimer -11, Yeast superoxide 107, PP5 inh 1.0 and CTSL1 counter -4.

Screening data from PubChem BioAssay.
